# LRH-1 inv ag – LRH-1 (NR5A2) inverse agonists, primary screen, cell-based, luminescence, HEK293T, StAR-luciferase reporter. Nuclear receptor subfamily 5 group A member 2 (Homo sapiens), O00482. LRH-1 transfected, 24 h. inhibition, % at 3.6 µM. 360,000 tested, 0.13% active. AID 602396, 2012;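 active = inhibition above the mean inhibition of all tested compounds plus 3 SD, cut at about 73% in these data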;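 also: 0% = DMSO wells and 100% = reporter-only cells lacking LRH-1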
# ABHD5 PLIN5 PPI – ABHD5-PLIN5 interaction inhibitors, primary screen, cell lysate, split luciferase complementation, luminescence; 360,000 tested, 0.78% active; Split G. princeps luciferase complementation, 4 h; inhibition, % at 4 µM;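 active = inhibition above the mean inhibition across every tested compound plus 3 SD, cut at about 22% in these data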;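 also: 0% = DMSO only wells and the 100% control is not disclosed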
# Target sequence (Q00G26 whole entry, looked up): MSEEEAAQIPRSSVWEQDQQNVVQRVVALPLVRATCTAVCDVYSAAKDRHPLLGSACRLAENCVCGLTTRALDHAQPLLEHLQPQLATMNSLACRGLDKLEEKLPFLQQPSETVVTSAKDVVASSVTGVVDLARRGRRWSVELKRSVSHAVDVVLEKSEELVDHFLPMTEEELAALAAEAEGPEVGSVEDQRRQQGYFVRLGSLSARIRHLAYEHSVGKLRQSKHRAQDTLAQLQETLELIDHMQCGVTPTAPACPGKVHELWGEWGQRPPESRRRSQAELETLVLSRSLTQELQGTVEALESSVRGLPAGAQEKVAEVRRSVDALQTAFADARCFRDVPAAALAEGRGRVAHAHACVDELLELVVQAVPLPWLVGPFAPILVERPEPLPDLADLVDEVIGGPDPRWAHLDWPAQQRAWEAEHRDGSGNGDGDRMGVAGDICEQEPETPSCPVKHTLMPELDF
# Target sequence (Q8WTS1 whole entry, looked up): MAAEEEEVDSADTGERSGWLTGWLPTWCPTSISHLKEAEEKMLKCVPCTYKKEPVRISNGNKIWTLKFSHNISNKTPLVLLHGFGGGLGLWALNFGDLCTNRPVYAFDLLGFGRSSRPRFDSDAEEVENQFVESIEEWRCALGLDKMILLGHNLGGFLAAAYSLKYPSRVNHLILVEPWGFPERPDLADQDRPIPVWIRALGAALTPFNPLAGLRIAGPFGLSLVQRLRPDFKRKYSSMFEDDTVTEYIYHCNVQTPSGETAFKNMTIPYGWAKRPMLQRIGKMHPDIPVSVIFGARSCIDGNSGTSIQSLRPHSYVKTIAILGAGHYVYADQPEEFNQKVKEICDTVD
# TROY signal inh – inhibitors of TROY-driven NF-kB signaling, primary screen, Q293 LMP1-TROYcd cells, NF-kB luciferase, uHTS; Q293 LMP1-TROYcd NF-kB luciferase reporter, 4 h; inhibition, % at 10 µM; 360,000 tested, 0.98% active; AID 1347056, 2019;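 active = compounds whose plate-normalised and pattern-corrected inhibition of the luciferase reporter signal at the single screening dose is 50% or more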
# NCOA1 inh – SRC1 coactivator transcriptional activity inhibitors, primary screen, cell-based, luminescence. inhibition, % at 3.6 µM. 360,000 tested, 0.12% active. Nuclear receptor coactivator 1 (Homo sapiens), Q15788. HEK293 GAL4-SRC1 luciferase reporter;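 active = inhibition above the campaign mean plus 3 SD, with each screening campaign given its own cutoff, cut at about 60% in these data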;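 also: 0% = DMSO treated cells and 100% = gossypol at 36 µM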
# NR2F2 inh – NR2F2 transcriptional activity inhibitors, primary screen, cell-based, luciferase reporter, HEK293T, luminescence. COUP transcription factor 2 (Homo sapiens), P24468. HEK293T NGFI-A luciferase reporter. inhibition, % at 8.6 µM. 370,000 tested, 0.7% active;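 active = inhibition above a per-plate cutoff, mean inhibition of test wells between control levels plus 3 SD, cut at about 38% in these data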;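 also: cells cotransfected with COUP-TFII expression vector driving the NGFI-A reporter; 0% = median of COUP-TF2 test wells and 100% = reporter-only cells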
# TWEAK Fn14 block – inhibitors of TWEAK-Fn14 signaling, primary screen, luciferase reporter cells, uHTS; 360,000 tested, 2% active; AID 1159606, 2016; inhibition, % at 10 µM; TWEAK-stimulated Fn14 reporter cells, luciferase luminescence, 8 h; in the data active = inhibition above about 50%
# NCOA2 inhibitor – inhibition of GAL4-SRC2 driven luciferase reporter, primary screen, SRC2 inhibitor project, cell-based, luminescence. inhibition, % at 9 µM. HEK293 GAL4-SRC2 luciferase reporter. AID 651957, 2012. Nuclear receptor coactivator 2 (Homo sapiens), Q15596. 370,000 tested, 0.17% active;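 active = inhibition above the mean inhibition of all tested compounds plus 3 SD, set per campaign, cut at about 52% in these data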;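 also: 0% = DMSO treated cells and 100% = cells given Gossypol at 36 µM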
# TLR9-MyD88 block – inhibitors of TLR9-MyD88 association in cells, primary screen, cell-based, CHO, BLA complementation, fluorescence. CCF4 FRET ratio. inhibition, % at 4.98 µM. 340,000 tested, 0.21% active. AID 504734, 2011;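 active = inhibition above the mean over all tested compounds plus 3 SD, cut at about 21% in these data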;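 also: 0% = DMSO only wells and 100% = clavulanate BLA inhibitor control wells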
# Exocytosis inh – LAMP-1 surface exposure blockers, TALL-104 cells – cell-based, flow cytometry, MLPCN library, primary screen. TALL-104 LAMP-1 surface exposure; cells stimulated with thapsigargin and PMA. inhibition, % at 10 µM. 360,000 tested, 0.66% active;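 active = inhibition above about 55%, limit read from the data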
# SRC3 inh – SRC3 coactivator transcriptional activity inhibitors, primary screen, cell-based, luminescence. AID 588352, 2011. HEK293 GAL4-SRC3 luciferase reporter. 360,000 tested, 0.17% active. inhibition, % at 3.6 µM;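 active = inhibition above a per-campaign cutoff, the mean of all compounds plus 3 SD, cut at about 60% in these data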;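 also: 0% = DMSO-treated cells and 100% = gossypol-treated cells at 36 µM; higher means less SRC3-driven luciferase light from the GAL4 reporter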
# NOD2 RIPK2 PPI – NOD2-RIPK2 binding disruptors in cells, primary screen, fluorescence, CHO cells, BLA complementation; Receptor-interacting serine/threonine-protein kinase 2 (Homo sapiens), O43353; inhibition, % at 4.98 µM; 360,000 tested, 0.38% active; CCF4 ratio; in the data active = inhibition above about 21%;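 also: 0% = vehicle only and 100% = reference blocker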
# Numbers without * were called inactive; nt = no result given.
SMILES,LRH-1 inv ag,ABHD5 PLIN5 PPI,TROY signal inh,NCOA1 inh,NR2F2 inh,TWEAK Fn14 block,NCOA2 inhibitor,TLR9-MyD88 block,Exocytosis inh,SRC3 inh,NOD2 RIPK2 PPI
O=C(COc1ccc(Br)cc1)N(Cc1ccco1)C1CCS(=O)(=O)C1 (stereo not given),3,4,-7,12,6,-5,-12,2,-5,-15,-6
CN1C(=O)OC2(C)CCc3ccccc3C12C (stereo not given),22,-1,-9,-3,-12,-13,-3,2,-5,2,-12
CC(C)C(NC(=O)CSCc1ccc([N+](=O)[O-])cc1)C(C)C,9,4,9,-1,1,15,-18,-7,-1,11,-5
CC1(c2nnnn2Cc2ccccc2)CCC(=O)N1Cc1cccnc1 (stereo not given),5,4,-7,nt,-9,13,-3,nt,-2,nt,2
CCn1cc(NC(=O)Nc2ccccc2C(=O)OC)c(C(N)=O)n1,19,2,14,12,-7,0,-14,0,-3,8,-3
CCOC(=O)c1[nH]c(C)c(C(=O)OCC(=O)N(C)C2CCS(=O)(=O)C2)c1C (stereo not given),8,10,-14,7,6,-11,-9,-6,8,13,-1
Nc1cc(N)nc(SCC(=O)N2CCN(C(=O)c3ccco3)CC2)n1,12,3,1,0,-10,0,-2,6,0,14,3
C=Cc1cc2c(cc1O)CCC1C2CCC2(C)C(O)CCC12 (stereo not given),-28,1,5,6,8,-11,12,9,9,-1,1
COC(=O)[C@]12CCCCC=C1N(CCC1=CCCCC1)C(=O)[C@H](CC(=O)N1CCN(C(=O)c3ccco3)CC1)C2,3,0,4,nt,25,12,-10,nt,-4,nt,-9
COC(=O)CSc1nsc(SCC(=O)OC)c1C#N,9,-5,12,18,1,-13,-5,0,-4,7,-2
O=C(NCC1CCCO1)c1cn(Cc2ccccc2)nc1-c1ccc(Cl)cc1 (stereo not given),6,-10,-16,-4,11,13,3,-17,5,0,9
COc1ccc(-n2c(Cc3cccn3C)nnc2SCC(=O)Nc2ccccc2C)cc1,1,3,-4,-2,-1,16,-15,1,-2,-1,-10
CC(=O)NCCc1cc2cc(C)c(C)cc2[nH]c1=O,2,-1,-13,-14,-9,9,5,-1,0,-25,-8
Cc1cc(C)n(CCNC(=O)[C@H]2O[C@@H](n3ccc(=O)[nH]c3=O)[C@H](O)[C@@H]2O)n1,0,-3,-3,18,-14,-7,-15,nt,-6,9,-10
Cc1cc(N2CCN(C)CC2)nc2ccc(NC(=O)c3cccnc3Cl)cc12,-2,14,-1,-5,3,-15,-39,-9,0,13,2
O=C(c1cc(S(=O)(=O)N2CCOCC2)ccc1Cl)N1CCC(Cc2ccccc2)CC1,1,-2,11,2,13,-25,17,-5,36,-3,-2
S=C(NCc1ccccn1)Nc1ccccc1Cl,-37,-9,-79,-43,-19,-45,-5,5,-3,-2,9
COC(=O)c1cc(-c2ccccc2)n(CCN)c1C,21,-2,11,-15,0,-1,3,-7,-4,-12,-6
COc1ccccc1CCC(=O)Nc1cc(S(=O)(=O)N2CCOCC2)ccc1N1CCCC1,-4,-4,11,0,2,4,-34,-3,-16,-2,-5
O=C1Nc2ccccc2N(O)N1c1cc(-c2cccc(Cl)c2)no1,6,2,-27,6,2,8,10,-8,2,14,-7
Cn1nnnc1SCc1cn2cccnc2n1,14,6,nt,0,3,87*,-18,-16,0,-3,3
O=C1CC(SCc2nc3ccccc3[nH]2)C(=O)N1c1ccc(F)c(Cl)c1 (stereo not given),9,-5,-41,-8,2,4,1,-5,-1,-28,0
COc1cc2ccccc2cc1C(=O)Nc1cc(C)ccn1,-124,8,-49,-86,-25,-24,-59,0,-2,-63,-11
CCC/C=C1/CCCOC(C(=O)NCc2ccccc2)(C(F)(F)F)C1 (stereo not given),5,-6,-26,-3,12,9,4,5,-9,-1,-4
Cc1ccc(NC(=O)COc2ccccc2C=O)cc1Cl,-126,-4,-13,-115,-79,28,-63,4,1,-111,0
COC(=O)c1c(C)oc2ccc(OC(=O)c3cccs3)cc12,-5,1,13,-6,15,-30,3,-6,0,14,4
CCN(Cc1ccncc1)Cc1cn[nH]c1-c1cc(OC)c(OC)c(OC)c1,2,1,3,0,-5,29,5,-16,-2,15,-1
COc1cc(NC(=S)Nc2ccc(N(C)C(C)=O)cc2)cc(OC)c1,4,-10,-11,6,-28,-18,8,-3,-3,13,-6
COc1ccc(-c2oc3ccc(-c4cc(OC)c(OC)c(OC)c4)cc3c2-c2ccc(OC)nc2)cc1,-2,5,4,-10,-1,-14,-5,-5,-2,-5,-7
CCNc1nnc(SCC(=O)c2cc(C)n(C3CC3)c2C)s1,-39,0,-4,-3,19,6,3,6,2,-48,-2
O=C(OCc1nnc(-c2ccc(Br)cc2)o1)c1cncc(Br)c1,12,-1,-35,13,-9,3,-4,1,3,18,-7
COC(=O)Cn1c(CN2CCN(C(=O)c3ccco3)CC2)nc2c1c(=O)n(C)c(=O)n2C,-30,15,-22,-23,-11,17,-2,4,-8,32,-1
CCOC(=O)N1CCN(C(=O)CN2C(=O)NC(C)(c3ccc4ccccc4c3)C2=O)CC1 (stereo not given),6,4,23,-10,0,10,10,-4,9,-9,-12
N#Cc1cccc(NC(=O)COC(=O)c2cc(S(=O)(=O)Nc3ccccc3Cl)ccc2O)c1,-29,-11,48,-12,13,-9,-16,-5,2,0,-1
CCCC1=NN(c2ccc([N+](=O)[O-])cc2)C(=O)/C1=C/N(C)C,-19,-9,-22,-24,0,0,-19,-6,-4,-14,-8
NC(=NCCc1c[nH]c2ccccc12)NC(=O)c1ccc(F)cc1,-7,0,-2,-40,7,-20,13,7,34,11,-3
COc1ccc(C)cc1-n1ccn(CC(=O)Nc2ccc(Br)cc2F)c(=O)c1=O,-3,-12,-14,1,-9,0,-5,8,0,-2,4
Oc1ccc(Cl)cc1CNn1cnnc1,-4,1,7,-3,8,-12,1,2,6,16,-7
CCC(=O)c1ccc(OCC(=O)NC2CCN(Cc3ccccc3)CC2)cc1,-9,2,-14,-5,5,-11,16,-1,3,1,-4
CC(=O)NC1(C(F)(F)F)C(=O)Nc2c1c(=O)[nH]c(=O)n2CC(C)C (stereo not given),-4,-1,-20,-10,1,11,-11,8,-4,8,-9
Cc1cccc(CSC2=NN3CCCC(=O)N=C3S2)c1,-45,-1,-35,-23,6,-28,-17,1,-2,-24,3
CN(CC(=O)Nc1ccc(Cl)cc1)CC(=O)Nc1ccc(F)c(F)c1F,10,13,-18,-11,13,8,-5,-1,-1,23,9
COc1cccc(OCC(O)CN2CCN(c3ccc(Cl)cc3)CC2)c1 (stereo not given),7,3,14,11,-22,-20,-7,0,16,7,-8
CC(Nc1cccc(C(=O)NC2CC2)c1)c1nnc(-c2ccccc2)o1 (stereo not given),-3,4,-8,10,-10,2,13,-2,-2,-5,-9
CCN(CC)c1ccc(NC(=O)CCS(=O)(=O)c2ccc(Br)cc2)c(C)c1,-12,-8,-9,-10,-12,2,-30,6,0,10,12
CCCNC(=O)/C(=C/c1cn(S(=O)(=O)N(C)C)c2ccccc12)NC(=O)c1ccc(OC)cc1,-3,4,-2,9,5,19,-13,7,-2,11,-7
c1ccc2c(N3CCOCC3)nc(N3CCOCC3)nc2c1,14,-2,3,-15,-7,-26,1,1,1,19,3
C=C(C)CSc1nnc(-c2ccc(OC)cc2)n1N,-42,-4,9,-27,-1,-9,-27,3,1,-19,-12
NNC(=O)Cn1nc2n(c1=O)-c1ccccc1SC2,13,0,-15,-12,-20,16,12,-6,1,10,-8
O=C(CCCn1c(SCc2cccc([N+](=O)[O-])c2)nc2ccccc2c1=O)NCC1CCCO1 (stereo not given),11,5,9,15,-1,-18,13,-3,11,5,-12

# Bioassay records: PubChem, several laboratories

# This is a subset; count on the stated rates, not on these rows.
